# CHOP inhibitor: blocks CHOP induction under ER stress. CHO-K1 CHOP-promoter luciferase, tunicamycin-induced, 15-18 h. inhibition, % at 10 µM. hit rate 3.8% among 220,000;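 active = compounds that reduced the stress-induced luciferase reporter signal by more than about 70% of percent inhibition, limit read from the data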;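 also: 0% = tunicamycin plus vehicle and 100% = wells without tunicamycin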
# zVAD death inh: L929 zVAD cell death inhibition; AID 1377; hit rate 0.38% among 220,000; L929 zVAD necroptosis rescue, ATP luminescence, 24 h; with zVAD 60 µM; viability rescue, % at 10 µM;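 active = activation, scaled between plate controls, above about 75%, limit read from the data; inactive = activation under that limit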;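 also: 0% = zVAD with DMSO and 100% = DMSO alone without zVAD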
# FXIa inh: blocks human coagulation factor XIa protease activity; P03951; purified FXIa, Boc-Glu-Ala-Arg-AMC fluorogenic substrate; inhibition, % at 5 µM; hit rate 0.14% among 220,000;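 active = inhibition of at least 40%; inactive = inhibition below 40%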;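 also: fluorescence of freed AMC excited at 355 nm; 0% = enzyme without compound and 100% = no enzyme blank; many of its hits are not listed in these tables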
# Target sequence (P03951 19-387 limits assumed): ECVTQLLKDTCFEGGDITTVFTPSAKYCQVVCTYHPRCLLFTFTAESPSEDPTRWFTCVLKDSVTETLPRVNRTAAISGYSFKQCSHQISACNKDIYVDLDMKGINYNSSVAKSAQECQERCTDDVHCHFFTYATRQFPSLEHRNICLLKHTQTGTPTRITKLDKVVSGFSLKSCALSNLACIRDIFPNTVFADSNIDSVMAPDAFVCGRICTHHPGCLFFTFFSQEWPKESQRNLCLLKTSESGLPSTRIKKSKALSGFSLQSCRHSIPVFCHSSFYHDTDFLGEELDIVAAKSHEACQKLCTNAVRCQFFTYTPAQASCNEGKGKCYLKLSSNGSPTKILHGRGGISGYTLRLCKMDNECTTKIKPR
# Target sequence (P03951 388-625 limits assumed): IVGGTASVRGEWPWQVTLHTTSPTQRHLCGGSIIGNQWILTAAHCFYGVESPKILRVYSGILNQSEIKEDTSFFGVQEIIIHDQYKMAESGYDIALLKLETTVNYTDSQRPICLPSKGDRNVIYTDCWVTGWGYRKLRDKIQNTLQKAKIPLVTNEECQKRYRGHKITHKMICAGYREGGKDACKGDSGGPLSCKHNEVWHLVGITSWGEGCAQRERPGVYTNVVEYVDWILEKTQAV
# PPC-1+TRAIL kill: PPC-1 cancer cell killing with TRAIL present; PPC-1 cells + TRAIL, ATPLite viability luminescence; cell killing (% activity), % at 4 µM; hit rate 0.41% among 220,000; AID 1443;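 active = cell killing above 50% in the first pass at 4 µM, then a duplicate retest at 5 µM averaging 50% or more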;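 also: plate controls were cells with TRAIL plus DMSO for no effect and medium-only wells lacking cells for full effect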
# Wee1 stabilizer: inhibitors of human Wee1 degradation; HeLa Luc-Wee1K328M stability, luciferase luminescence; 100% = proteasome inhibitor MG132 effect; reporter increase, % at 5 µM; hit rate 1.2% among 220,000; AID 1321;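 active = activation above the mean of all tested compounds plus 3 SD, set per screening run, cut at about 8.8% in these data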;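 also: cells exposed to compound for 20 h before luminescence read; 0% = DMSO alone and 100% = MG132 at 30 µM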
# PGE2 EP2 inh: EP2 receptor (human) inhibition. AID 1422. inhibition, % at 25 µM. hit rate 0.52% among 260,000. P43116. C6 glioma cells expressing human EP2, cAMP TR-FRET; cells stimulated with saturating PGE2;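 active = percent inhibition above 40 after rounding to a whole number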;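 also: rat C6 glioma host cells with rolipram phosphodiesterase inhibitor present; the protocol text gives 20 µM as final concentration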
# Target sequence (P43116 whole entry, looked up): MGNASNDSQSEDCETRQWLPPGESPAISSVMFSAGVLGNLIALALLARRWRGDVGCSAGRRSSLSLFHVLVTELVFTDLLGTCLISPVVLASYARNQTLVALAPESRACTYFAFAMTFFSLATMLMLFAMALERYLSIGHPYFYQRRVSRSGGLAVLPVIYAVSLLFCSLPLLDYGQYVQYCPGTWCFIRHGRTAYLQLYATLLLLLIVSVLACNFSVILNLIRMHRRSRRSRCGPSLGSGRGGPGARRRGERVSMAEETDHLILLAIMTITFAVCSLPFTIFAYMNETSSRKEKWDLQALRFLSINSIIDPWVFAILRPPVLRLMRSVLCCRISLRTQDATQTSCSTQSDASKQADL
# TNF death inh: blocks TNF-alpha induced death of Jurkat FADD-/- cells; Jurkat FADD-/- TNF necroptosis rescue, ATP luminescence, 24 h; 0 = TNF only, 100 = no-TNF cells; activation (protection from cell death), % at 10 µM; hit rate 0.068% among 220,000;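 active = activation, meaning protection from cell death, of at least 50% relative to plate controls; inactive = activation below 50%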;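 also: necroptosis triggered by 40 ng/mL TNF-alpha added together with compound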
# Tb hexokinase: T. brucei hexokinase 1 inhibition | AID 1430 | inhibition, % at 10 µM | recombinant TbHK1, G6PDH-coupled NADH A340 | hit rate 0.11% among 220,000;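 active = inhibition of 50% or more in the single-dose primary screen; inactive = inhibition below 50%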
# FXIIa inh: inhibitors of human coagulation factor XIIa; P00748; purified FXIIa, Boc-QGR-AMC fluorogenic substrate, 2 h; inhibition, % at 5 µM; hit rate 0.3% among 220,000; in the data active = inhibition above about 40%;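 also: 0% = enzyme with no compound and 100% = blank without enzyme; many of its hits are not listed in these tables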
# The depositor's hits bear a star; . = no result given; & = joins results of further samples. These rows are one share of the data; count on the stated rates, not on these rows.
SMILES,CHOP inhibitor,zVAD death inh,FXIa inh,PPC-1+TRAIL kill,Wee1 stabilizer,PGE2 EP2 inh,TNF death inh,Tb hexokinase,FXIIa inh
Cc1ccccc1-n1c(-c2ccc3ccccc3n2)n[nH]c1=S,-7,-0.2,2,-4,1,13,-1.6,-26,8
O=C(Nc1ncc2c(n1)-c1ccccc1CC2)c1cccs1,35,30,-1,10,-1,8,-5.8,-7,13
CCOC(=O)C(CC)Sc1nc(N)c(NC(=O)c2ccc(OC)c(OC)c2)c(=O)[nH]1 (stereo unspecified),5,0.5,4,26,-2,12,1.1,-9,13
O=C(NNC(=S)Nc1ccc(F)cc1)[C@H]1C[C@@H]1c1ccccc1,5,0.9,-1,0,0,7,2.2,4,0
COc1ccc(C)cc1S(=O)(=O)N(C)CC(=O)NC1CCCC1,35,0.3,-2,16,-2,9,1.7,30,3
Nc1nc2n(n1)C(c1ccccc1)CC(c1ccc(F)cc1)N2 (stereo unspecified),-2,0.6,-1,15,-1,4,0.0,-10,7
O=C1C2C(c3ccccc3)CC=CC2[C@H](c2ccoc2)N1Cc1ccccc1 (stereo partly specified),46,0.1,6,21,.,9,-1.1,-3,24
Brc1cccc(OCCCCN2CCCCC2)c1,10,-0.5,8,14,0,8,2.9,5,10
O=c1c2c(nc3nc(Cc4ccccc4)[nH]n13)CCC2,-1,0.2,17,12,0,13,0.7,6,10
CCN1C(=C(C#N)C#N)C=Cc2cc(C)ccc21,2,0.0,-7,22,-1,6,-0.7,-6,6
O=C(NC(=S)Nc1ccc2[nH]ncc2c1)c1ccccc1,-15,-0.4,8,17,6,9,-10,-9,12
Cc1c(NC(=O)CCCCCN2C(=O)C3C4C=CC(C4)C3C2=O)c(=O)n(-c2ccccc2)n1C (stereo unspecified),17,1.2,-8,0,0,11,0.8,0,7
O=C1C(C=NCc2ccncc2)=C(O)c2ccccc21,52,0.7,0,3,7,11,1.8,-57,9
COCc1cc(C)nc(SCC(=O)Nc2cccc3cccnc23)c1C#N,23,0.0,4,15,3,8,0.8,1,15
O=C(CSc1nc(-c2ccco2)cc(C(F)(F)F)n1)NCC1CCCO1 (stereo unspecified),24,-0.7,0,12,-1,14,-2.2,-24,6
CCN(CC)c1ccc([N+](=O)[O-])cc1/C=N/NC(=O)CC#N,11,.,8,-10,2,5,0.6,-11,14
O=C(Cc1cccs1)Nc1ccc(NC(=O)c2ccco2)cc1,-6,-0.2,4,27,-1,5&9,2.0,-5,3
CCC(C)NC(=O)Cc1c(OC)ccc2cc(Br)ccc12 (stereo unspecified),11,1.6,-1,12,-1,17,0.4,-3,8
Cn1cccc1-c1cc(C(=O)N2CCc3c([nH]c4ccccc34)C2c2ccccn2)[nH]n1 (stereo unspecified),48,1.1,-1,12,-3,14,-1.9,1,10
COc1ccc(CCNC(=S)NC(=O)c2cc(OC)c(OC)c(OC)c2)cc1OC,17,1.2,1,3,1,9,1.4,-9,5
Cn1c(=O)c2c(nc(SCC(=O)N3CCCCCC3)n2C)n(C)c1=O,27,-0.3,3,16,-3,13&3,0.2,-3,7
COc1ccc(/C=N/NC(=S)Nc2cc(S(=O)(=O)N3CCOCC3)ccc2N2CCOCC2)cc1O,-14,0.0,6,7,-2,13,-7.4,-13,11
Cc1cc(C)cc(OCC(=O)NNC(=O)C2CCCO2)c1 (stereo unspecified),16,0.8,1,15,1,-1,0.7,-1,11
O=C(COC(=O)/C=C/c1cccs1)Nc1cccc(S(=O)(=O)N2CCCC2)c1,20,2.8,-4,-10,-1,3,0.0,-1,1
CC(=O)Nc1ccc(Nc2ncnc3ccccc23)cc1,9,3.6,-3,-7,4,3,2.1,-35,7
CC(=O)NC(c1ccccc1)c1cccnc1 (stereo unspecified),10,1.1,-6,13,-2,6,0.9,-1,7
O=C(c1ccccc1)c1cnc(-c2ccc(Cl)cc2)s1,46,0.1,8,23,-1,1,-1.3,-14,22
Cc1nnc(SCC(=O)N2N=C(c3ccc(Cl)cc3)CC2c2ccco2)[nH]c1=O (stereo unspecified),-8,0.2,-2,20,0,4,-2.7,-2,6
CCCn1c(Sc2nc3c(c(=O)[nH]c(=O)n3C)n2CCC)nc2c1c(=O)[nH]c(=O)n2C,-3,-0.6,1,9,-2,8,-4.6,5,6
O=C(OCN1C(=O)c2ccccc2C1=O)/C(=C\c1ccco1)NC(=O)c1ccccc1,-15,0.6,13,3,-2,2,-3.8,-8,29
CCCOc1ccc(NC(=O)CC2C(=O)N(Cc3ccccc3)C(=S)N2Cc2cccs2)cc1 (stereo unspecified),47,0.0,11,35,5,15,1.4,5,14
O=C(CN1CCN(C/C=C/c2ccccc2)CC1)NCc1ccccc1,2,1.6,-5,4,1,4,0.8,-3,5
Cc1ccc(O)c(-c2cc(-c3ccccc3C)[nH]n2)c1,106*,1.4,4,-4,0,.,-6.0,15,9
CCOC(=O)C1CSc2[nH]c(=O)sc2C1c1ccccc1 (stereo unspecified),32,1.4,-9,5,3,9,0.7,-6,-3
CCN(CC)N=Nc1cccc(NC(C)=O)c1,4,0.2,5,8,4,5,-1.3,-6,12
O=C(Nc1ccccc1F)c1cc(S(=O)(=O)N2CCCCC2)cs1,-10,0.4,-3,4,-1,9,-0.1,6,-5
C/C(CCC1CC(C)(C)OC1=O)=N\NC(N)=S (stereo unspecified),2,1.0,2,-7,1,10,-1.0,7,6
Cc1cc(=O)[nH]c(N/N=C/c2ccco2)n1,-5,-0.2,2,5,-2,.,-0.2,-34,15
CCc1ccc(NS(=O)(=O)c2cccs2)cc1,4,0.4,16,-4,0,5,27,4,18
Cc1ccccc1NC(=O)Nc1cccs1,0,1.0,-4,12,1,5,0.9,2,2
COCCCNC(=S)Nc1cccc(SC)c1,-19,0.1,4,24,-2,5,-1.1,-5,7
O=C(Nc1ccccc1)N1CCCN(Cc2ccccc2F)C1,14,0.7,-4,-3,0,12,2.0,6,1
O=CC1=C(N2CCOCC2)/C(=C\c2ccccc2)CC1,22,0.1,-4,-25,-3,4,0.3,-25,13
Cc1ccccc1NN1C(=O)C=CC1=O,8,-0.1,2,2,-1,6,-1.6,-6,10
COc1cc([C@@H]2[C@H]3CN(C)CC=C3C(C#N)=C(N)C2(C#N)C#N)cc2c1OCO2,-9,0.4,-11,12,1,8,2.6,-3,-6
Cc1ccccc1NC(=O)Nc1ccccc1N1CCCCC1,29,2.0,7,22,3,5,0.4,0,6
CCN(CC)c1nc(N)c2c(N)n(-c3ccccc3C)c(=S)c(C#N)c2c1C#N,-26,0.8,0,1,-1,8,0.2,-9,-3
O=C(Nc1nc(-c2ccc(Cl)s2)cs1)c1ccco1,42,0.9,10,-3,1,3,-1.0,-6,17
CC1(C(=O)NCc2ccccc2)Oc2ccccc2NC1=O (stereo unspecified),11,-0.5,3,-6,-1,10,-0.1,-5,16
CCn1ccnc1CN(C)Cc1nc(-c2ccccc2)no1,-21,-0.1,-5,9,-2,9,2.6,-1,1
CC1CN(c2ccc(Oc3ccccc3)cc2)c2nc3c(c(=O)[nH]c(=O)n3C)n2C1 (stereo unspecified),59,-0.3,1,2,1,13,-4.2,3,12
O=C(CN1CCC(C(O)(c2ccccc2)c2ccccc2)CC1)Nc1ccccc1,-5,0.9,5,6,-2,8,-9.4,-3,20
Cn1c(-c2cc(Cl)ccc2O)nc2c1c(=O)[nH]c(=O)n2Cc1ccccc1,35,-0.8,3,2,1,4,-1.8,1,8
COc1ccc(Cl)cc1NC(=O)C1(c2cccs2)CCOCC1,10,-0.5,-2,-1,1,10,-2.7,39,4
CC(=O)Nc1c(N)c2ccccc2oc1=O,16,0.6,-4,6,-3,5,-0.2,-2,2
NC(=O)CC12CC3CC(C1)CC(CC(N)=O)(C3)C2,11,0.0,4,-2,-1,3,-1.2,-3,14
Cc1ccc(N(C(=O)CCl)C(C(=O)NC2CCCCC2)c2cccnc2)cc1C (stereo unspecified),70,3.5,-9,45,-3,10,-13,4,0
C[N+]1(CCNC(=O)/C=N/O)CCCCC1,16,0.9,5,-18,0,8,0.9,3,18
Cc1c(CC(=O)Nc2ccc(Cl)cc2)sc2ccc(Cl)cc12,-20,0.8,2,9,-3,6,5.1,-16,6
Nc1cc(C(=O)O)c(N)c2c1C(=O)c1ccccc1C2=O,11,-2.2,3,24,-1,6,-14,0,20

# Looked up above.
# Value for CCN(CC)c1nc(N)c2c(N)n(-c3ccccc3C)c(=S)c(C#N)c2c1C#N in Wee1 stabilizer: -1
# Value for O=C(CN1CCC(C(O)(c2ccccc2)c2ccccc2)CC1)Nc1ccccc1 in Wee1 stabilizer: -2
# Value for C[N+]1(CCNC(=O)/C=N/O)CCCCC1 in zVAD death inh: 0.9

# The results go on:
SMILES,CHOP inhibitor,zVAD death inh,FXIa inh,PPC-1+TRAIL kill,Wee1 stabilizer,PGE2 EP2 inh,TNF death inh,Tb hexokinase,FXIIa inh
CNC(=O)NC(=O)COC(=O)c1n[nH]c2ccccc12,0,0.5,1,-13,1,7,-0.2,-5,1
CCOC(=O)c1cccc(NC(=O)CN2CCN(c3ccc(OC)cc3)CC2)c1,23,0.1,-2,16,0,4,-7.1,2,7
O=C(COc1cccc2cccnc12)N/N=C/c1ccc(O)cc1,2,2.3,2,-2,1,8,-0.2,-8,15
O=C(O)c1sccc1OCc1ccccc1,11,2.6,6,32,0,6,1.0,0,9
COc1ccccc1NC(=O)CSc1c2c(nc3ccccc13)CCC2,-7,-0.7,4,2,-1,14,3.1,21,9
COc1cc(CNc2ccc3c(c2)OCCO3)ccc1OCC(N)=O,-24,4.2,-8,.,1,9,0.8,-5,0
c1ccc(Nc2nc(-c3ccncc3)nc3ccccc23)cc1,-21,2.5,12,29,-2,3,2.0,-3,8
COC(=O)c1c(NS(=O)(=O)Cc2ccccc2)sc2c1CCCC2,27,-0.7,-6,4,-1,15,0.0,10,1
O=C(CCCc1nc2ccccc2s1)NCc1ccccc1F,7,1.3,16,18,2,9,6.0,6,15
CCOc1ccc(Nc2cc(Nc3ccccc3OCC)nc(C=C(C#N)C#N)n2)cc1,-25,1.1,-3,6,-1,11,-2.1,-7,2
CCOC(=O)C(CC)Sc1nnc2c3cc(C)ccc3n(C)c2n1 (stereo unspecified),26,0.0,0,23,-1,9,0.6,-18,-3
CCOC(=O)c1cnc(Nc2nc3ccccc3o2)nc1CSC(=S)N(CC)CC,-90,0.8,-2,44,1,8,-5.8,-1,3
CCC(=O)Nc1ccc(S(=O)(=O)N2CCN(c3ccc(F)cc3)CC2)cc1,40,0.1,2,3,-1,-1,-0.1,0,10
Cc1ccc(S(=O)(=O)Cc2ccc(C(=O)NCc3ccc4c(c3)OCO4)o2)cc1,2,0.8,0,8,-3,12,0.1,4,17
CS(=O)(=O)Oc1ccc(Br)c2cccnc12,24,0.7,0,-8,0,8,-1.4,-10,11
Nc1nc(SCC(=O)NCC2CCCO2)n[nH]1 (stereo unspecified),-22,-0.4,5,17,-1,13,-0.8,0,19
CCOC(=O)c1c(-c2cccs2)csc1NC(=O)COC(=O)c1c(C)noc1C,7,0.7,2,2,-3,2,0.8,0,4
COc1cc(CNCCO)cc(Cl)c1OCc1ccc(Cl)cc1Cl,95*,8.9,-4,47,1,2,1.5,16,6

# By substructure: those above containing bromine (three)
SMILES,CHOP inhibitor,zVAD death inh,FXIa inh,PPC-1+TRAIL kill,Wee1 stabilizer,PGE2 EP2 inh,TNF death inh,Tb hexokinase,FXIIa inh
Brc1cccc(OCCCCN2CCCCC2)c1,10,-0.5,8,14,0,8,2.9,5,10
CCC(C)NC(=O)Cc1c(OC)ccc2cc(Br)ccc12 (stereo unspecified),11,1.6,-1,12,-1,17,0.4,-3,8
CS(=O)(=O)Oc1ccc(Br)c2cccnc12,24,0.7,0,-8,0,8,-1.4,-10,11

# Source: PubChem (several laboratories)
